Compound activity deposited in PubChem by National Center for Advancing Translational Sciences (NCATS).
GLS inh: blocks human kidney-isoform glutaminase activity. O94925. GLS enzymatic activity, qHTS titration. Potency, µM (highest dose often 45.5 µM), inactives show at the top dose activity change, negative = inhibition, hits mostly inhibitors. actives 0.21% (n = 410,000); also: potency is read from the fitted curve at half-maximal effect; % is scaled to controls: 0 for no effect and ±100 for the full control effect
Target sequence (O94925 whole entry, looked up, canonical isoform): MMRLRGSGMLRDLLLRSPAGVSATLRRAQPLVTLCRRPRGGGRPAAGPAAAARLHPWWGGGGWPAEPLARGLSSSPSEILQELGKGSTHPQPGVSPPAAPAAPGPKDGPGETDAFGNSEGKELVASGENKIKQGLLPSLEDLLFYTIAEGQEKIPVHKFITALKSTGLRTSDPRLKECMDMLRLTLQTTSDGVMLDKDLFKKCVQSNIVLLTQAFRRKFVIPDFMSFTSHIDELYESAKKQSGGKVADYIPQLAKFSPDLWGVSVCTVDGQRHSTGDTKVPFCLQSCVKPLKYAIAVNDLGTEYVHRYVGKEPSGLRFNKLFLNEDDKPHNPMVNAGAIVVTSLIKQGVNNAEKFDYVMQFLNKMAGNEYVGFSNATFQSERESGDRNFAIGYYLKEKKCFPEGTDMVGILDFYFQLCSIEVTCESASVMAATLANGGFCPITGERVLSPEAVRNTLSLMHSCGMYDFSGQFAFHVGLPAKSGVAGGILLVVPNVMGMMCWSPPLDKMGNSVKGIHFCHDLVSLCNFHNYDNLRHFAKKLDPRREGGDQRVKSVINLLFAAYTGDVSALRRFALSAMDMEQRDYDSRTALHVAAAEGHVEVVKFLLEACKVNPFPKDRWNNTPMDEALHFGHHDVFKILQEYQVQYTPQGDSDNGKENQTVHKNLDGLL
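Glutamate formation by hKGA was monitored fluorometrically using coupled glutamate oxidase, HRP and Amplex Red. Substrate was added as 1 mM L-glutamine solution; incubation was 30 min at RT after an initial read.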
Tb PGK inh: blocks T. brucei phosphoglycerate kinase; P07378; PGK/GAPDH coupled, Kinase-Glo luminescence, 60 min; Potency, µM (highest dose often 57.5 µM), inactives show at the top dose activity change, negative = inhibition, actives largely listed as inhibitors; actives 0.043% (n = 380,000); AID 602233; also: potency is read from the fitted curve at half-maximal effect; % is scaled to controls: 0 for no effect and ±100 for the full control effect; nearly all actives have a fitted effect of over 60% in size
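Luminescent ATP detection (Kinase-Glo Plus) follows a 60-minute room-temperature incubation, with wells lacking PGK as controls. Buffer: 100 mM TEA (pH 7.6), 5 mM MgCl2, 0.01% Tween-20. Coupling enzyme GAPDH (100 nM final) supplies unstable 1,3-BPG in-well.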
HP1b binding inh: inhibitors of HP1-beta chromodomain binding to methylated histone tails. P83916. Potency, µM (series often up to 114 µM), without a hit: at the highest dose activity change, negative = inhibition, hits mostly inhibitors. AID 540317. actives 0.56% (n = 390,000). AlphaScreen HP1-beta / biotin-H3K9me3 peptide binding; also: potency is read from the fitted curve at half-maximal effect; nearly all actives have a fitted effect of over 70% in size; inactives centre near 23
Target sequence (P83916 whole entry, looked up): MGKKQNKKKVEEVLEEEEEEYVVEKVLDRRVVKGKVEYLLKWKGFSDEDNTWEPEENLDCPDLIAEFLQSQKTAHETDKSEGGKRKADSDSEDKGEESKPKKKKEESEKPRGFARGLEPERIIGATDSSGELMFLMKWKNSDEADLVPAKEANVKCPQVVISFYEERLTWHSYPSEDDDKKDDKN
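AlphaScreen: HP1-beta (50 nM) preformed 30 min with biotin-H3(1-18)K9me3 peptide (50 nM) in PBS pH 7.4, 0.01% Tween-20. Compound added for 30 min at RT, then streptavidin donor/nickel chelate acceptor beads (10 ug/mL) for 30 min.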
TrxR1 substrate: substrates of rat thioredoxin reductase 1; O89049; purified TrxR1 substrate turnover, NADPH consumption readout; Potency, µM (top dose mostly 114 µM), inactives show top-dose activity change, negative = substrate turnover; actives 0.01% (n = 390,000); AID 588456; also: potency is read from the fitted curve at half-maximal effect; % is scaled to controls: 0 for no effect and ±100 for the full control effect; nearly all actives have a fitted effect of over 50% in size
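Rat TrxR1, dispensed at 90 nM, was prereduced with 400 uM NADPH (final) for 5 min at ~22 deg C, then incubated with compound 15 min before 400 uM selenite. A first-read NADPH fluorescence drop versus no-compound background flagged substrates.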
mIDH1 inhibitor: human IDH1 R132H inhibition; O75874; IDH1-R132H enzyme, NADPH consumption, diaphorase/resazurin fluorescence; Potency, µM (series often up to 76.6 µM), for the others: at the top dose activity change, negative = inhibition, most hits filed as inhibitors; actives 0.093% (n = 390,000); also: potency is read from the fitted curve at half-maximal effect; % is scaled to controls: 0 for no effect and ±100 for the full control effect; nearly all actives have a fitted effect of over 65% in size
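IDH1-R132H (0.5 ug/mL) preincubated 30 min with compound, then NADPH (0.016 mM) and alpha-KG (2 mM) added; 80 min at RT, pH 7.5. Remaining NADPH coupled via diaphorase/resazurin to fluorescence (540/590 nm); concentration-response curves normalized to no-enzyme control.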
Pin1 inhibitor: inhibitors of human Pin1; Q13526; Potency, µM (series often up to 115 µM), inactives show at the top dose activity, negative = inhibition, hits mostly inhibitors; AID 504891; actives 0.009% (n = 390,000); Pin1 FP peptide displacement, HiFluor488, 10 min; active = well fitted inhibition curve with a large enough effect in the polarisation, with a control signal flat, not every such curve was filed as active; inconclusive = small, poorly fitted or top-dose-only effect, or effect the other way, or a change in a side signal; inactive = no such curve, though single readings can be large or run the other way; the % refers to the polarisation; also: potency is read from the fitted curve at half-maximal effect; % is scaled to controls: 0 for no effect and ±100 for the full control effect
Target sequence (Q13526 whole entry, looked up): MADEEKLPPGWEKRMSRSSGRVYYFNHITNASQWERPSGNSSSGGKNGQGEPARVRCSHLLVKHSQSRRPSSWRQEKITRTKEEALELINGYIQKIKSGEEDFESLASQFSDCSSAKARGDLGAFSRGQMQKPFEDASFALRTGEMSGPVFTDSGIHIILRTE
TrxR1 inh: blocks rat thioredoxin reductase 1 | O89049 | recombinant rTrxR1, NADPH fluorescence consumption, selenite substrate | Potency, µM (titrated, usually from 114 µM), inactives show top-dose activity change, negative = inhibition, usual class: inhibitors | actives 1% (n = 390,000) | AID 588453; also: potency is read from the fitted curve at half-maximal effect; % is scaled to controls: 0 for no effect and ±100 for the full control effect; nearly all actives have a fitted effect of over 65% in size
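Rat TrxR1 (90 nM in the dispensed reagent) was pre-reduced with 400 uM NADPH for 5 min at room temperature, then incubated with compound for 15 min. After 400 uM selenite was added, NADPH fluorescence (Ex 340/Em 450 nm) was followed for 8 min.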
USP1 inh: inhibitors of human USP1/UAF1 deubiquitinase. O94782. Potency, µM (doses to about 57.1 µM), for the others: at the top dose activity change, negative = inhibition, most hits filed as inhibitors. actives 0.23% (n = 390,000). AID 743255. recombinant USP1/UAF1, Ub-Rhodamine cleavage fluorescence; also: potency is read from the fitted curve at half-maximal effect; % is scaled to controls: 0 for no effect and ±100 for the full control effect; nearly all actives have a fitted effect of over 60% in size; inactives centre near -12
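Step one: compound is pinned into 1nM USP1/UAF1 in HEPES pH 7.8 buffer with TCEP. Step two: 15 min room-temperature incubation. Step three: Ub-Rho (150nM final) starts cleavage, tracked by fluorescence over six one-minute reads.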
PI4K2A block: PI4K2A (human) kinase inhibition; AID 1346378; actives 0.13% (n = 420,000); activity change, negative = inhibition, % at 76.9 µM; purified PI4K2A, ADP-Glo luminescence, 1 h; active compounds read low; in the data active = activity change below about -50%; inconclusive = mostly about -30% to -49%;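 also: -100% = wells without enzyme as full effect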
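ADP-Glo luminescence measured ADP generated by PI4K2A enzyme (4 ug/mL before mixing) with 1.2 mM PI substrate (pre-mix) and 300 microM ATP (pre-mix). Tris pH7.5 buffer with MgCl2, Triton X-100; 1 h reaction at ambient temperature.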
An asterisk follows results filed as active; i = inactive; ? = inconclusive; · = no result given; [ ] = dose if it differs, or a comment. Unless noted, calls follow the shape of the dose curve; as a rule, active = well fitted curve in the direction sought with a large enough effect; inconclusive = small, poorly fitted or top-dose-only effect, or another doubt; inactive = no such curve, though single readings can be large; an effect the other way counts as inactive or inconclusive. These rows are one share of the data (hit frequency here may not be typical).

Every second line gives: GLS inh	Tb PGK inh	HP1b binding inh	TrxR1 substrate	mIDH1 inhibitor	Pin1 inhibitor	TrxR1 inh	USP1 inh	PI4K2A block
CC1CC(C)CN(C(=O)COC(=O)c2ccc(Cl)nc2)C1 (centres undefined)
 : 13%	3%	7%	-4%[57.1 µM]	-8%	-4%	-1%[57.1 µM]	2%	-4
COCc1cc(=O)n2c(-c3ccc(C)cc3)n[nH]c2n1
 : 3%	8%	34%	-3%	-5%	7%	-30%	-4%	-6
C[C@@H]1CN[C@H](CCO)/C1=C\c1ccccc1
 : 3%	5%	26%	2%	-1%	2%	-17%	2%	-3
COc1ccc(Br)cc1S(=O)(=O)NCCc1cccs1
 : 0%	i	68%[activator]	0%	16%	-6%	9%	?	1
O=C(O)C1=CC2C=C(Cl)C=CC2OC1=O (centres undefined)
 : 6%	-6%	28%	-13%	-1%	-7%	-23%	3%	1
Cc1ccc(OCC(=O)N/N=C\c2ccc(-c3cccc(C(=O)O)c3)o2)c(C)c1
 : -9%	-19%	-2%	5%	4%	?	-20%	-16%	-2
CCN1C(=O)[C@H]2[C@@H](c3ccc(-c4cccc(Cl)c4)cc3)N3CCCC[C@@]3(C(=O)OC)[C@H]2C1=O
 : 6%	-1%	30%	6%[57.1 µM]	8%	64%[activator]	24%	?	-3
Cc1cc(NCCCN)nc(-c2ccccc2O)n1
 : -5%	-5%	47%[activator]	15%	4%	-7%	19%	-23%	-13
O=[N+]([O-])c1ccc(OCCN2CCNCC2)cc1
 : -9%	-7%	?	-6%	7%	-10%	1%	-17%	5
O=C(N/N=C/c1cccs1)c1cccc2cc[nH]c12
 : 2%	-6%	13%	-7%	6%	-9%	-1%	-21%	-4
CCOC(=O)C1CCCN(C(=O)c2cn(CC(C)C)c(=O)c3cc(OC)c(OC)cc23)C1 (centres undefined)
 : -8%	i	38%	-2%	9%	2%	23%[57.1 µM]	-11%	6
O=C(COc1ccccc1[N+](=O)[O-])Nc1cccnc1
 : -14%	5%	26%	10%	5%	-20%	13%[57.1 µM]	-12%	-3
Cc1nc2c(-c3ccc(F)cc3)c(C)[nH]n2c(=O)c1Cl
 : 14%	2%	31%	-2%	-4%	3%	-3%	1%	-18
C#CCN(C[C@H]1[C@H](OC(=O)Nc2c(C)noc2C)[C@H](OC(=O)Nc2c(C)noc2C)C[C@H]2C(=O)N(c3ccccc3)C(=O)[C@@H]12)S(=O)(=O)c1ccc(C)cc1
 : -1%	-2%	·	·	13%	·	·	-16%	-1
O=C(NCC1CCCO1)c1cccc2c1C(=O)c1ccc(N3CCC(Cc4ccccc4)CC3)cc1S2(=O)=O (centres undefined)
 : 0%	-8%	40%[activator]	7%[57.1 µM]	-8%	?	13%[57.1 µM]	?	-2
C#CCOCCOCCOCCNc1nc(N2CCN(C(=O)[C@H](CC(N)=O)n3cc(C(N)[C@H](C)CC)nn3)CC2)nc(N2CCN(C(=O)[C@H](CC(N)=O)n3cc(C(N)[C@@H](C)CC)nn3)CC2)n1 (some centres undefined)
 : -2%	5%	33%	8%	-9%	-6%	9%	-26%	-15
COC(=O)c1ccc(NC(=O)CN(Cc2ccccc2)S(=O)(=O)c2ccc(C)cc2)cc1
 : -6%	-1%	20%	3%	0%	16%	25%	-22%	0
Cc1ccc2cc(C#N)c(NCCNC(=S)NCCCN3CCOCC3)nc2c1
 : -1%	i	47%[activator]	13%	-8%	4%	-14%	-15%	-4
OC(CNCc1ccccc1)c1ccccc1 (centres undefined)
 : 15%	0%	13%	0%[57.1 µM]	1%	2%	2%[57.1 µM]	-5%	-3
CCCCn1c(=O)nc2n(-c3ccc(Br)cc3)c3ccccc3cc-2c1=O
 : 3%	4%	4%	6%[57.1 µM]	-8%	2%	16%[57.1 µM]	-24%	-2
CCN(CC)C(=O)C[n+]1cccc(/C=N/O)c1
 : 3%	4%	16%	-2%[57.1 µM]	2%	0%	17%[57.1 µM]	-4%	1
N#Cc1c2c(nc(N)c1-c1ccccc1)CCCCC2
 : 5%	i	17%	31%[activator]	9%	1%	-5%	-5%	-3
O=C(NN1C(=O)/C(=C/c2cccc(O)c2)SC1=S)c1ccccc1O
 : 3%	2%	-18%[57 µM]	-7%	-6%	-19%	7%	-20%	-3
COc1cc(C2NC(=O)N(C)C(C)=C2C(=O)OCc2ccccc2)cc(Br)c1O (centres undefined)
 : 4%	-3%	28%	-11%	0%	-5%	-7%	-9%	-2
CS(=O)(=O)Nc1ccccc1C(=O)N1CCCC1
 : 1%	i	26%	10%[57.1 µM]	2%	0%	9%[57.1 µM]	-20%	-4
CCNc1nc(NCC)nc(OCCOC(=O)Nc2ccccc2)n1
 : 3%	-3%	52%[activator]	14%[57.1 µM]	2%	-4%	1%[57.1 µM]	-9%	-5
CCOC(=O)c1c(NC(=O)COC(=O)c2cnccn2)sc(C(=O)NC)c1C
 : -13%	-2%	20%	-8%	2%	34%[activator]	-9%	-12%	-6
NC(=O)NC(=O)COC(=O)c1cccnc1Nc1ccccc1F
 : 2%	i	31%[activator]	2%	-13%	11%	4%	-3%	-4
O=C(NC1CC1)C(=O)c1c(-c2ccccc2)[nH]c2ccccc12
 : -1%	-5%	27%	4%[57.1 µM]	-6%	-1%	23%[57.1 µM]	-9%	1
NS(=O)(=O)c1ccc(CCNC(=O)c2cc3ccccc3s2)cc1
 : -4%	?	12%	7%	7%	51%[activator]	18%	-15%	-5

Additional structures.
Every second line gives: GLS inh	Tb PGK inh	HP1b binding inh	TrxR1 substrate	mIDH1 inhibitor	Pin1 inhibitor	TrxR1 inh	USP1 inh	PI4K2A block
O=C(NCCC1CCCCN1S(=O)(=O)c1cccs1)C(=O)NCc1ccccc1 (centres undefined)
 : 0%	5%	29%	-4%	3%	9%	3%	0%	-5
Nc1nc(SCC(=O)N2CCCC2)[nH]c(=O)c1-c1ccccc1
 : -4%	-2%	?	-3%	1%	0%	-1%	-9%	-2
CCOc1ccc(Br)cc1S(=O)(=O)Nc1ncn[nH]1
 : 2%	11%	-4%	3%	-4%	-13%	12%	-12%	-10
NC(=O)C(c1ccc(Cl)cc1Cl)c1ncc(C(F)(F)F)cc1Cl (centres undefined)
 : -2%	5%	30%	7%	8%	-1%	25%	-16%	-2
COc1ccccc1-n1ccn(CC(=O)Nc2ccc(C)cc2Cl)c(=O)c1=O
 : -6%	5%	29%	10%[57.1 µM]	4%	5%	12%	-16%	3
O=C(c1ccccc1)n1c(=S)nc2ccccn21
 : 0%	?	7%	-10%	-2%	-9%	-9%	-6%	-10
COc1ccc(NC(=O)c2cc(=O)[nH]c3ccccc23)cc1S(=O)(=O)N1CCOCC1
 : 0%	-3%	·	·	0%	·	·	-16%	6
COc1cc(C(c2sc3nc(C)nn3c2O)N2CCOCC2)cc(OC)c1OC (centres undefined)
 : 1%	0%	41%[activator]	0%[57.1 µM]	-11%	?	-2%[57.1 µM]	-3%	-2
COc1ccc(-c2cn3nc4c(nc3n2)CCCC4)cc1
 : 12%	-5%	78%[activator]	5%[57.1 µM]	4%	?	?	?	-17
COc1ccccc1S(=O)(=O)N(C)C[C@H]1OCc2cnnn2CCCC(=O)N([C@H](C)CO)C[C@H]1C
 : 13%	5%	·	·	-3%	·	·	-6%	-12
CCCCN(CCCC)CCNC(=O)c1cc(=O)[nH]c2ccc(S(=O)(=O)N3CCCCCC3)cc12
 : 1%	1%	28%	-4%[57.1 µM]	-17%	7%	-2%[57.1 µM]	-9%	-2
CN(C)c1ccc(C(CNC(=O)COc2ccc(Cl)cc2)N2CCOCC2)cc1 (centres undefined)
 : 30%[activator]	-9%	16%	1%[57.1 µM]	22%	3%	0%[57.1 µM]	6%	2
CCOc1ccc(CNC(=O)c2cc3c(=O)n(C)c4ccccc4c3s2)cc1
 : -5%	-6%	10%	14%	-15%	3%	30%	-11%	2
CCn1cc(C(=O)NCC2CCCO2)c(=O)c2cc(S(=O)(=O)N3CCC(C)CC3)ccc21 (centres undefined)
 : -2%	1%	32%	-3%	1%	1%	-5%	-27%	5
Cc1ccccc1NC(=O)C1CCN(C(=O)c2ccc(F)cc2)CC1
 : 5%	-11%	12%	5%	-3%	-7%	24%	-14%	4
CC1(OC(=O)c2cccs2)C(=O)C=C2C=C3CCCN3C=C2C1=O (centres undefined)
 : 16µM*	?	?	1%[57.1 µM]	?	?	-53%	?	?
COCCN(C(=O)COC(=O)c1sccc1C)c1c(N)n(Cc2ccccc2)c(=O)[nH]c1=O
 : 5%	2%	25%	-5%	3%	3%	-1%	-5%	-1
O=C(c1ccccc1)N1CCC(c2nc(-c3ccc(S(=O)(=O)N4CCOCC4)cc3)no2)CC1
 : -8%	-10%	49%[activator]	?	11%	-1%	10%	-19%	2
CCc1ccc(-c2ccc(SCC(=O)Nc3nnc(C)s3)nn2)cc1
 : 4%	-10%	10%	5%[57.1 µM]	4%	16%	19%	-27%	5

Structures listed so far printed as active in GLS inh:
Molecule,GLS inh,Tb PGK inh,HP1b binding inh,TrxR1 substrate,Pin1 inhibitor,TrxR1 inh,USP1 inh,PI4K2A block
CC1(OC(=O)c2cccs2)C(=O)C=C2C=C3CCCN3C=C2C1=O (centres undefined),16µM*,?,?,1%[57.1 µM],?,-53%,?,?
